Screens (PubChem)
SKBR3 24h inh: SK-BR-3 proliferation inhibitors; viability, % at 10 µM; AID 847; SK-BR-3 viability, CellTiter-Glo ATP luminescence, 24 h; hits give low values; 41,000 tested, 0.47% active;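 active = viability at or below the median of all test compounds minus 3 SD, in both replicates if run twice, cut at about 45% in these data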;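 note: 100% = median untreated cell wells and 0% = median positive control drug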
The depositor's hits bear a star.

Start of the data: the first 3 records, ahead of the listing:
SMILES | SKBR3 24h inh
CCOC(=O)N1CCN(C(=O)c2cn(C)c(=O)c3c2c2ccccc2n3C)CC1 | 101
Cc1nn(CC(=O)Nc2ccc(C(=O)N(C)C)cc2)c(=O)c2ccccc12 | 97
COc1ccc(-n2nnnc2SCC(=O)c2ccc(O)c(O)c2)cc1 | 86

Results, from the first entry:
SMILES | SKBR3 24h inh
CCOC(=O)N1CCN(C(=O)c2cn(C)c(=O)c3c2c2ccccc2n3C)CC1 | 101
Cc1nn(CC(=O)Nc2ccc(C(=O)N(C)C)cc2)c(=O)c2ccccc12 | 97
COc1ccc(-n2nnnc2SCC(=O)c2ccc(O)c(O)c2)cc1 | 86
CCCOc1ccc(N2CC(C(=O)Nc3ccccc3F)CC2=O)cc1 (centres undefined) | 104
CCCCOC(=O)c1cccc(NC(=O)CC)c1 | 89
COc1cccc(-c2cc(C(F)(F)F)nc(N3CCN(c4ccccc4)CC3)n2)c1 | 77
O=C(CSc1nnc(-c2ccco2)n1CC1CCCO1)N1CCCCC1 (centres undefined) | 102
O=C1Nc2ccccc2C12Nc1ccccc1S2 (centres undefined) | 76
CC1(C)CC(=O)CC(=Nc2ccc(C(=O)O)cc2)C1 | 67
CCCCNC(=O)c1cccc(C(=O)NCCCC)c1 | 98
O=C(c1ccc2c(c1)OCO2)N1CCCC(c2ccccc2)C1 (centres undefined) | 92
O=S(=O)(N1CCCCC1)N1CCN(c2ccc(F)cc2)CC1 | 87
CCCS(=O)(=O)N1CCN(CCCc2ccccc2)CC1 | 78
O=C1c2ccccc2C(=O)N1CCn1nc(Cl)nc1Cl | 89
O=C(c1ccco1)n1nc(NCc2ccccc2)nc1NCc1ccccc1 | 88
Cc1ccc(NC(=O)c2cc(NC(=O)C3CC=CCC3C(=O)O)ccc2N2CCOCC2)cc1 (centres undefined) | 102
CCC(NS(=O)(=O)c1ccc(C)cc1)C(=O)N1CCC2(O)CCCCC2C1 (centres undefined) | 79
CC(C)C(NC(=O)C1CCCCC1)C(=O)Nc1ccncc1 (centres undefined) | 82
c1ccc(-c2noc(-c3ccc4c(c3)OCO4)n2)nc1 | 84
COc1ccc(CC(=O)N(Cc2cc3cc(OC)ccc3[nH]c2=O)C(C)C)cc1 | 93
O=C(Nc1ccccc1)c1cnc[nH]1 | 73
COc1cc(-c2nc(-c3ccc(-c4ccccc4)nc3OC)no2)cc(OC)c1OC | 89
O=C(CCCN1C(=O)C2C3C=CC(C3)C2C1=O)N1CCN(c2ccccc2)CC1 (centres undefined) | 88
O=C(NS(=O)(=O)c1ccccc1)c1ccccc1O | 97
COc1cc(C(=O)Nc2ccc3c(c2)OCCO3)ccc1OC(C)C | 101

A stretch of the results above:
SMILES | SKBR3 24h inh
O=C(CCCN1C(=O)C2C3C=CC(C3)C2C1=O)N1CCN(c2ccccc2)CC1 (centres undefined) | 88
O=C(NS(=O)(=O)c1ccccc1)c1ccccc1O | 97
COc1cc(C(=O)Nc2ccc3c(c2)OCCO3)ccc1OC(C)C | 101

Next entries
SMILES | SKBR3 24h inh
NCCCCCc1nnc(SCC(=O)c2ccc(Cl)cc2)o1 | 95
CCCCNC(=O)Nc1c(C(=O)OCC)[nH]c2ccccc12 | 93
COc1cccc(-c2nnn(CC(=O)NC3CCCC3)n2)c1OC | 119
CCCNC(=O)NS(=O)(=O)c1ccc(Cl)cc1 | 91
COc1cccc(C(=O)N2CCN(S(=O)(=O)Cc3ccccc3)CC2)c1OC | 119
C=CCSC1=C(C#N)C(c2cccc(OC)c2)CC(=O)N1 (centres undefined) | 83
CCCOc1ccccc1NC(=O)CC1Nc2ccccc2NC1=O (centres undefined) | 114
Cc1cc(NC(=O)CCCC(=O)N(CC(=O)NCCc2ccccc2)Cc2ccc(F)cc2)no1 | 71
O=C(Nc1ccc(S(=O)(=O)N2CCOCC2)cc1)c1ccc(Br)o1 | 91
Cc1cc(N(CN2CCCC2=O)C(=O)c2ccc(F)cc2)no1 | 103
CCOC(=O)C1CCN(C(c2cccnc2)c2c(NC(=O)c3ccco3)sc(C)c2C)CC1 (centres undefined) | 184
Cc1c(-c2ccco2)[n+](=O)c2c(n1[O-])CCCCC2 | 93
Cc1cc(N2CCN(C(=O)c3ccco3)CC2)nc(-c2ccccc2)n1 | 83
Cc1cc(S(=O)(=O)NCc2cccnc2)ccc1-n1cnnn1 | 79
O=C1Nc2c(c(=O)[nH]c(=O)n2-c2ccccc2)C1(Nc1ncccn1)C(F)(F)F (centres undefined) | 82
C=CCOC(=O)C1C(=O)CC(C)(O)C(C(=O)OCC=C)C1c1ccc(OC)cc1 (centres undefined) | 98
O=C(c1ccncc1)N1C2C=CC(C2)C1(C(F)(F)F)C(F)(F)F (centres undefined) | 94
CCCCS(=O)(=O)Nc1ccc(C(=O)NCC2CCCO2)cc1 (centres undefined) | 90
CCCCN1C(=O)C2C(C(=O)Nc3cccc(OC)c3)C3C=CC2(O3)C1C(=O)NC1CCCCC1C (centres undefined) | 80
O=C(CCNS(=O)(=O)c1ccc(Br)s1)N1CCN(c2ccccc2)CC1 | 90
COC(=O)Nc1c(-c2ccccc2)nc2ccc(C)cn12 | 104
O=C(C1CC1)N1CCc2cc(Br)cc(S(=O)(=O)NC3CCCCC3)c21 | 88
Cc1occc1C(=O)n1cnc2ccccc21 | 79
O=S1(=O)CCN2C(c3ccco3)=CSC2=N1 | 102
CC(C)(C)n1nnnc1C(c1cc2cc3c(cc2[nH]c1=O)OCCO3)N1CCSCC1 (centres undefined) | 82
Additional compounds
SMILES | SKBR3 24h inh
COc1ccc2c(c1)c(=O)oc1c(C)c3occ(C)c3cc12 | 83
NC(=O)CSc1ccc(Br)cc1 | 99
Cn1c(=O)c2c(nc(NCCNC(=O)c3ccco3)n2Cc2ccccc2Cl)n(C)c1=O | 84
CCC(OC(=O)c1ccco1)C(=O)NCc1ccco1 (centres undefined) | 106
Cc1cc2c(c(=O)n1Cc1ccco1)C(c1cccnc1)C(C#N)=C(N)O2 (centres undefined) | 90
Cn1c(SCC(=O)c2cccs2)nnc1-c1ccco1 | 106
CSc1ccccc1NC(=O)CN(c1cccc(C)c1)S(C)(=O)=O | 99
Cn1c(SCc2cccc(C(F)(F)F)c2)nnc1-c1ccco1 | 103
COc1ccc(C(c2nnnn2Cc2ccc(F)cc2)N2CCN(c3ccc(OC)cc3)CC2)cc1 (centres undefined) | 79
COc1ccc2cc(CCNC(=O)C3CC3)c(=O)[nH]c2c1 | 102
Cc1cc(N(CN2CCCC2=O)C(=O)c2ccccc2)no1 | 102
O=c1cc(CSc2ccccn2)c2ccccc2[nH]1 | 108
COc1ccccc1NC(=O)CCNC(=O)Cn1ccc2ccccc2c1=O | 97
O=C(Oc1ccc(-c2nnco2)cc1)N1CCCCC1 | 89
COc1ccc(C2/C(=C(/O)c3ccccc3)C(=O)C(=O)N2CO)cc1 (centres undefined) | 99
CCOC(=O)Cc1csc(NC(=O)C2C3C=CC(C3)C2C(=O)O)n1 (centres undefined) | 94
Cc1ccc(C2CC(C(F)(F)F)n3nc(C(=O)NCCN4CCOCC4)cc3N2)cc1 (centres undefined) | 64
CCOCCCNC(=O)CCCOc1ccccc1 | 85
CC1(C)Oc2ccc(C(=O)NC3CCCC3)cc2N(CC(=O)N2CCOCC2)C1=O | 80
CCC1CCCCN1C(=O)CSc1nnc(-c2c[nH]c3ccccc23)o1 (centres undefined) | 84
CCOC(=O)C1=C(SCC(=O)Nc2ccccc2)NC(=O)C(C#N)C12CCCCC2 (centres undefined) | 90
O=C(Nc1ccccc1N1CCCC1)c1ccc2c(c1)OCO2 | 104
CCOc1cc(C)c(Cl)cc1S(=O)(=O)NCc1ccco1 | 94
Cn1c(=O)c2ncn(CC(=O)Nc3ccc4oc(-c5cccc6ccccc56)nc4c3)c2n(C)c1=O | 91
O=C1CC2CS(=O)(=O)CC2N1c1ccc(Cl)cc1Cl (centres undefined) | 99
(continued)
SMILES | SKBR3 24h inh
COc1ccc(NC(=O)CSc2nnc(-c3ccoc3C)n2CCc2ccccc2)cc1 | 58
Cc1cc(NC(=O)Nc2cccc3ccccc23)no1 | 97
O=C(Nc1ccc2c(c1)OCO2)c1ccncc1 | 100
COC(=O)[C@@H](N)Cc1ccc(O)cc1 | 98
Cc1cccc2cc(CN(Cc3cccnc3)C(=O)c3ccncc3)c(=O)[nH]c12 | 94
O=C(CN1CCN(c2nc(-c3ccc(Cl)cc3)cs2)CC1)NCc1ccco1 | 96
CC1CCN(CCc2nc3cc(NC(=O)Nc4ccccc4)ccc3n2C)CC1 | 82
COc1cc(C(=O)Nc2nccs2)c(Br)c(OC)c1OC | 80
COc1ccc(S(=O)(=O)N2CCN(S(=O)(=O)c3ccc4c(c3)OCCO4)CC2)cc1C | 114
O=C(NC12CCC(O)C(SC1)/C2=N/O)c1ccccc1 (centres undefined) | 94
O=C(NCc1ccco1)C1OCCc2ccccc21 (centres undefined) | 102
Cc1ccc(C)n1-n1c(C)nc2scc(-c3cccs3)c2c1=O | 82
COc1ccc2[nH]cc(C(=O)CN3CCCCC3)c2c1 | 97
Cc1ccc2cc3cc(C(=O)N4CC(C)CC(C)C4)oc3nc2c1 (centres undefined) | 96
CCN(CC)CCCN1C(=O)C(O)=C(C(=O)c2ccco2)C1c1cc(OC)ccc1OC (centres undefined) | 102
CC(=O)c1c(C(C)=O)c(C)n(NC(=O)c2cccnc2)c1C | 93
O=C1CCC(=O)N1c1ccc(CSc2nnnn2C2CCCCC2)cc1 | 89
COCCNC(=O)Cn1cnc2ccc(S(=O)(=O)N3CCC(C)CC3)cc2c1=O | 90
CCOc1ccc(C(C)(C)C)cc1S(=O)(=O)N1CCOCC1 | 74
CCCC(=O)Nc1nn(C)c2nc3c(C)cccc3cc12 | 93
FC(F)(F)c1cc(-c2ccccc2)nc(N2CCCCC2)n1 | 96
CC(=O)c1ccc(NC(=O)Nc2ncn(Cc3cccc(C)c3)n2)cc1 | 94
CCCn1cnc2c(c1=O)c1nc3ccccc3nc1n2CCC1=CCCCC1 | 95
O=C(CCCN1CC=C(n2c(=O)[nH]c3ccccc32)CC1)c1ccc(F)cc1 | 100
Cc1ccc(SCc2cc(=O)[nH]c(N3CCCCC3)n2)cc1 | 98
Next section:
SMILES | SKBR3 24h inh
O=C(Nc1ncccn1)C1CCCN1S(=O)(=O)c1ccc(Cl)c(Cl)c1 (centres undefined) | 87
CCOC(=O)c1cc(NC(=O)OC)c(C)nc1C | 92
O=C(Nc1ccc2nc(-c3ccco3)[nH]c2c1)c1cccs1 | 93
COc1cc2sc(C)nc2c2sccc12 | 90
c1ccc(Oc2nc(NCc3ccco3)nc(NCc3ccco3)n2)cc1 | 75
CCn1c(CNC(=O)c2ccco2)nnc1SCC(=O)Nc1cc(C(F)(F)F)ccc1Cl | 96
CC1CCCCN1C(=O)Cn1c(=O)n(C2CCCCC2)c(=O)c2ccccc21 (centres undefined) | 84
O=C(Cc1ccc2c(c1)OCCO2)c1c(O)cc(O)cc1O | 100
CC1(C)CC(=O)C(C=NCCN2CCN(CCCCS(=O)(=O)O)CC2)=C(O)C1 | 92
Cc1cc(C)nc(N2CCC(C(=O)NCc3ccco3)CC2)n1 | 93
Cc1cc(NC(=O)c2cc(C(C)C)on2)no1 | 95
COCCCn1c2nc3ccccc3nc2c2c(=O)n(CC3CCCO3)cnc21 (centres undefined) | 93
CCOc1ccc(S(=O)(=O)n2cnc3cc(C)c(C)cc32)cc1 | 117
Cc1oc2nc(SCC(=O)N3CCCCC3)nc(N)c2c1C | 93
COc1ccc(CCCC(=O)O)c(C)c1 | 123
CC(=O)Cc1nsc(NC(=O)c2ccc(-c3cccc(C(F)(F)F)c3)o2)n1 | 101
CC(NC(=O)c1cccnc1)c1ccc2c(c1)OCO2 (centres undefined) | 86
CCCc1cc(C(N)=O)c(NC(=O)c2ccco2)s1 | 105
O=C(COc1ccccc1)NCc1ccc2c(c1)OCO2 | 87
Cc1ccc2c(c1)C1CN(C)CCC1N2C(=O)Nc1ccc(Cl)cc1 (centres undefined) | 84
Cc1cc(C(F)(F)F)c2c(C)nn(CCc3nn[nH]n3)c2n1 | 96
CC(CC(C)C(=O)N1CCOCCN(C(=O)C(C)CC(C)C(=O)O)CCOCC1)C(=O)O (centres undefined) | 99
C=CCn1c(-c2cc(OC)cc(OC)c2)n[nH]c1=S | 114
CS(=O)(=O)N(CCC(=O)O)Cc1ccccc1 | 123
CC(C)(C)c1cc(C(=O)NCc2ccco2)ccn1 | 84

Part of the list above in order of heavy-atom count, largest number first:
SMILES | SKBR3 24h inh
CCn1c(CNC(=O)c2ccco2)nnc1SCC(=O)Nc1cc(C(F)(F)F)ccc1Cl | 96
COCCCn1c2nc3ccccc3nc2c2c(=O)n(CC3CCCO3)cnc21 (centres undefined) | 93
CC(=O)Cc1nsc(NC(=O)c2ccc(-c3cccc(C(F)(F)F)c3)o2)n1 | 101
O=C(Nc1ncccn1)C1CCCN1S(=O)(=O)c1ccc(Cl)c(Cl)c1 (centres undefined) | 87
O=C(Nc1ccc2nc(-c3ccco3)[nH]c2c1)c1cccs1 | 93
C=CCn1c(-c2cc(OC)cc(OC)c2)n[nH]c1=S | 114

Next part
SMILES | SKBR3 24h inh
O=C1CC(N2CCC(O)(c3ccc(Cl)cc3)CC2)C(=O)N1Cc1ccc(N2CCCC2=O)cc1 (centres undefined) | 93
O=C(CCn1nnc2ccccc21)Nc1nnc(-c2ccccc2F)s1 | 75
Nc1nnc(SCC(=O)NC2CCCCC2)n1-c1ccccc1 | 91
CCCCN(CC)CCNC(=O)Cn1cnc2sc(C)c(S(=O)(=O)N3CCOCC3)c2c1=O | 105
CCCCOc1ccc(-c2nnn(CC(=O)Nc3ncc(CC(=O)OCC)s3)n2)cc1 | 106
Oc1ccccc1-c1nc(NCCN2CCOCC2)c2ccccc2n1 | 100
CC1=C(C(=O)Nc2ccccc2)C(c2ccncc2)n2nnnc2N1 (centres undefined) | 82
COc1ccc(CCN2CC3=C(C2=O)C(c2ccccc2)NC(=O)N3C)cc1OC (centres undefined) | 75
CC1CCCN(C(=O)c2cc(F)c(F)cc2Cl)C1 (centres undefined) | 92
C(/CCc1ccccc1)=N\n1cnnc1 | 118

This is a subset (hit frequency here may not be typical).
